IL1B secr inh – inflammasome signaling inhibition, IL-1 beta readout; THP-1 LPS/ATP IL-1B secretion, AlphaLISA, 16 h; active compounds read low; activity change, % at 57.5 µM; 360,000 tested, 4.7% active; in the data active means activity change below about -50%; inconclusive means mostly about -30% to -49%; further: on the % scale 0 is the no-effect control and ±100 the full control effect
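THP-1 cells pretreated 1 hr with compounds (up to 57.5 uM final), then stimulated with LPS (250 ng/mL final) plus ATP (1.25 mM final); secreted IL-1B measured by AlphaLISA after 16 hr, decreased signal indicating inhibition.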
HT1080 IDH1KD tx – toxicity to HT-1080 IDH1 knockdown cells (counter line); HT-1080 IDH1 knockdown viability, ATP luminescence, 48 h; Potency, µM (top dose mostly 46.1 µM), for the others: at the top dose activity, negative = toxicity, usual class: cytotoxic; 360,000 tested, 2% active;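 further: potency means the concentration at half of the fitted maximal effect; 0% = DMSO wells and -100% = cell-free medium wells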
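Cytotoxicity counter-line: IDH1KD HT-1080, 48 h, CellTiter-Glo. Curves classed by r2, magnitude and activity.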
KB-3-1 cytotox – kills parental KB-3-1 adenocarcinoma cells | KB-3-1 viability, CellTiter-Glo ATP luminescence, 72 h | Potency, µM (doses to about 46.1 µM), without a hit: top-dose activity change, negative = cytotoxic, usual class: cytotoxic | 400,000 tested, 1.4% active | AID 1347075; further: potency means the concentration at half of the fitted maximal effect; on the % scale 0 is the no-effect control and ±100 the full control effect; nearly all actives have a fitted effect of over 60% in size
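Using CellTiter-Glo luminescence, growth of non-resistant KB-3-1 adenocarcinoma cells is assessed 72 h after pin-tool compound addition at 37 °C. Normalized responses across the concentration series yield fitted curves.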
HT1080-NT tox – kills 2HG-producing HT-1080-NT fibrosarcoma cells; HT-1080-NT fibrosarcoma viability, CellTiter-Glo ATP luminescence, 48 h; 360,000 tested, 1.6% active; Potency, µM (doses to about 46.1 µM), for inactives: at the highest dose activity, negative = less viability, most hits filed as cytotoxic; AID 686970;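 further: NT is the 2HG producing partner of a matched IDH1 knockdown line; potency means the concentration at half of the fitted maximal effect; 0% = DMSO-treated cells and -100% = media-only wells without cells; nearly all actives have a fitted effect of over 55% in size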
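Read-out is CellTiter-Glo luminescence after 10 minutes at room temperature, following 48 hours' compound treatment of HT-1080-NT cells (750 cells/well, RPMI, 5% FBS, 37 degrees C).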
KB-V1 MDR tox – kills drug-selected multidrug resistant KB-V1 cells | KB-V1 MDR cells viability, CellTiter-Glo, 72 h | Potency, µM (titrated, usually from 46.1 µM), inactives show top-dose activity change, negative = cytotoxicity, usual class: cytotoxic | 400,000 tested, 3.4% active; further: potency means the concentration at half of the fitted maximal effect; on the % scale 0 is the no-effect control and ±100 the full control effect; nearly all actives have a fitted effect of over 60% in size
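KB-V1, DMEM (no phenol red) + 10% FBS; cpd pin-transferred, titration series; 72 h, 37 degrees C; CellTiter-Glo, luminescence. Data normalized, curve-fit.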
SW480 rerep – inducers of DNA re-replication in SW480 colon cancer cells. SW480 DNA re-replication, Hoechst DNA content imaging, 48 h. Potency, µM (top dose mostly 46.1 µM), for the others: at the highest dose re-replication activation, usual class: activators. 340,000 tested, 1.8% active; further: potency means the concentration at half of the fitted maximal effect; % of control where 0% means no effect; nearly all actives have a fitted effect of over 55% in size
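250 cells/well; 23 nL cpd via pin tool; 48 hr, 37 C, 5% CO2; Hoechst 40 min; imager read of total nuclear intensity, ex 405/em 500-530 nm.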
MCF10A rerep – inducers of DNA re-replication in MCF 10A breast cells | MCF 10A DNA re-replication, Hoechst nuclear intensity, 48 h | Potency, µM (doses to about 46.1 µM), inactives show at the top dose activity, positive = re-replication, actives largely listed as activators | 350,000 tested, 2.9% active | AID 624296; further: potency means the concentration at half of the fitted maximal effect; % of control where 0% means no effect; nearly all actives have a fitted effect of over 50% in size
S2 tox – cell viability loss in ATXN counter-screen | S2 cells (HEK-293 line with an ATXN2-luciferase reporter) viability, CellTiter-Fluor protease fluorescence, 24 h | Potency, µM (doses to about 56.7 µM), actives largely listed as cytotoxic | 400,000 tested, 0.49% active; further: potency means the concentration at half of the fitted maximal effect; nearly all actives have a fitted effect of over 40% in size
ATXN2 expr inh – inhibitors of ATXN2 expression. HEK-293 ATXN2-luciferase reporter, luminescence, 24 h. Potency, µM (titrated, usually from 57 µM), inactives show at the highest dose activity change, negative = inhibition, hits mostly inhibitors. 360,000 tested, 0.72% active; further: potency means the concentration at half of the fitted maximal effect; on the % scale 0 is the no-effect control and ±100 the full control effect; nearly all actives have a fitted effect of over 55% in size
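ATXN2-luciferase reporter cells (luciferase flanked by upstream and downstream ATXN2 gene portions) were treated 24 h at 37 °C with compounds at up to 57 uM. SteadyGlo luminescence gave expression; GF-AFC fluorescence gave viability.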
Active calls of the source: *; i = inactive; ? = inconclusive; / = no result given; & = joins results of further samples; [ ] = dose if it differs, or a comment. Unless noted, the call rests on the fitted dose curve; in most records, active means well fitted curve in the direction sought with a large enough effect; inconclusive means small, poorly fitted or top-dose-only effect, or another doubt; inactive means no such curve, though single readings can be large; an effect the other way counts as inactive or inconclusive.

SMILES	IL1B secr inh	HT1080 IDH1KD tx	KB-3-1 cytotox	HT1080-NT tox	KB-V1 MDR tox	SW480 rerep	MCF10A rerep	S2 tox	ATXN2 expr inh
COC(=O)c1ccc(OC)c(OC2CCCC2)c1	-25	1%	1%	6%	12%	-1%	1%	?	/
CNC(=S)N1CCC(NC(=O)C23CC4CC(CC(C4)C2)C3)CC1	15	0%	-8%	-4%	-20%	6%	-1%	i	-26%
CCCCn1c(NC(=O)c2ccccc2)nc2ccccc21	49	0%	-15%	?	?	-1%	?	i	-10%
O=C(O)c1ccc(NC(=S)NC2CCCCC2)cc1	0	14%	14%	10%	6%	/	-3%	?	4%
O=S(=O)(c1cnc[nH]1)N1CCCCCC1	-20	6%	2%	4%	0%	-8%	2%	i	7%
CCC(C)NC(=O)c1cn(CC)c2cc(N3CCN(C)CC3)c(F)cc2c1=O (stereo not drawn)	-20	7%	6%	1%	4%	-22%	7%	?	4%
COc1cc(C(=O)OCC(=O)NCc2ccco2)cc(OC)c1OC	-67*	2%	2%	6%	-4%	-1%	-3%	i	-8%
O=C(NCc1ccc2c(c1)OCO2)C1CCCN1S(=O)(=O)c1ccc(F)cc1 (stereo not drawn)	20	20%	6%	16%	2%	-27%	4%	i	3%
O=C1CCN(CCc2ccccc2)CCN1CCOc1ccccc1	24	2%	-1%&-11%	-4%	?	8%	?	i	9%
CC1CCCCN1S(=O)(=O)c1ccc(C(=O)Nc2ccccc2-c2nc3ccccc3[nH]2)cc1 (stereo not drawn)	2	-30%	?	-13%	23µM*	-3%	0%	i	-13%
Cc1occc1-c1nnc(SCC(=O)N(C)c2ccccc2)o1	-7	16%	0%	10%	?	-9%	0%	i	0%
COc1ccc(N2CCN(C(=O)c3cnc(SC)nc3C)CC2)cc1	/	/	4%	/	32%	/	/	i	-2%

Single values from the results shown:
`CNC(=S)N1CCC(NC(=O)C23CC4CC(CC(C4)C2)C3)CC1` in ATXN2 expr inh is entered as -26%
`O=S(=O)(c1cnc[nH]1)N1CCCCCC1` in HT1080 IDH1KD tx is entered as 6%

Additional structures follow.
SMILES	IL1B secr inh	HT1080 IDH1KD tx	KB-3-1 cytotox	HT1080-NT tox	KB-V1 MDR tox	SW480 rerep	MCF10A rerep	S2 tox	ATXN2 expr inh
COCC1CCCCN1C(=O)c1cc(COc2ccc3ncccc3c2)on1 (stereo not drawn)	17	1%	?	2%	?	-7%	3%	i	/
Fc1ccc(Nc2nc3ccccc3n3cnnc23)c(F)c1	/	/	1%	/	-13%	/	/	i	6%
Cc1cc(C(=O)NNC(=O)c2ccc(C(F)(F)F)cc2)no1	/	15%	7%	0%	9%	?	-6%	/	16%
COc1ccccc1-n1cc([C@@H]2C[C@H]3CN(c4ccccc4)C(=O)[C@]34CCCN24)cn1	-78*	5.8µM*	-3%	?	7.3µM*	8.2µM*	2.6µM*	?	?
Cc1ccc(C(=O)COC(=O)COc2ccccc2[N+](=O)[O-])s1	11	11%	1%	18%	-1%	-4%	-6%	i	-6%
COc1ccc(NC(=O)COc2cccc(-n3cnnn3)c2)cc1Cl	-4	-18%	-5%	?	17%	6.5µM*	-5%	i	-14%
O=C(CNC(=O)c1ccco1)OCC(=O)c1ccccc1Cl	2	4%	8%	?	0%	-4%	6%	i	/
COc1ccc(C2CC(c3ccccc3)=NN2c2ccc(C(N)=O)cc2)cc1 (stereo not drawn)	-55*	?	3%	?	0%	21µM*	?	/	-23%
C=CCC[C@@H](Cc1ccc(F)cc1)C(=O)OC[C@H](Cc1c[nH]c2ccccc12)NC(=O)[C@@H](CC=C)CC(=O)N[C@@H](CO)Cc1ccccc1	-3	-1%	0%	-2%	?	?	?	?	-12%
Cc1onc(-c2c(F)cccc2Cl)c1C(=O)N1CCSCC1	-6	1%	3%	-2%	-1%	3%	-1%	i	19%
Cc1sc(NC(=O)CSC2=NCCS2)nc1-c1ccccc1	-97*	-1%	6%	14%	-3%	0%	8.9µM*	i	26%
COc1ccc(OC(C)C(=O)NCCC2=CCCCC2)cc1 (stereo not drawn)	-15	-1%	5%	4%	-1%	3%	?	i	-10%
O=C(Nc1nc2c(F)cccc2s1)c1ccc(S(=O)(=O)N2CCCc3ccccc32)cc1	/	/	7%	/	14%	/	/	i	0%
Cc1cc([N+](=O)[O-])ccc1NC(=O)CSc1nncn1-c1ccccn1	32	-18%	0%	-15%	0%	2%	0%	i	-18%
Cc1ccc(O)c(CNc2ccccn2)c1	-15	3%	5%	8%	20%	-1%	5%	i	54%[activator]
Oc1ccccc1Nc1nc(NCC2CCCO2)c2ccccc2n1 (stereo not drawn)	-109*	-9%	?	-5%	16µM*	0%	?	?	?
CCN(CCn1cccn1)C(=O)CCc1nnc(CCc2ccccc2OC)o1	-14	8%	-2%	18%	-11%	16%	6%	i	8%
O=C(Nc1ccccc1O)C(c1ccccc1)c1ccccc1	-64*	-16%	0%	?	0%	?	?	i	-36%
COc1ccc2nc(NC(=O)CSC(C)C(=O)Nc3cc(C)on3)sc2c1 (stereo not drawn)	10	3%	2%	-11%	15%	-67%[inhibitor]	-23%	i	37%[activator]
O=C(Nc1cc([N+](=O)[O-])ccc1Cl)c1ccc2c(c1)OCO2	11	10%	9%	26%	4%	?	-2%	i	/
Cc1cccc(NC(=S)NC(=O)/C=C/c2ccccc2)n1	-13	-1%	-3%	2%	-7%	-15%	-17%	i	19%
Cc1ccc(CSCC(=O)Nc2ccccc2C(=O)O)cc1	23	?	?	-27%	-16%	7%	5%	i	/
O=S(=O)(NC1CCCC1)c1ccccc1Cl	0	-2%	-4%	-1%	17%	13%	-1%	i	-3%
O=C(Nc1cccc(NC(=O)c2ccco2)c1)c1ccccc1	-12	1%	-3%	-7%	-13%	-8%	3%	i	1%

Shown with bars between the fields: part of the list above
SMILES | IL1B secr inh | HT1080 IDH1KD tx | KB-3-1 cytotox | HT1080-NT tox | KB-V1 MDR tox | SW480 rerep | MCF10A rerep | S2 tox | ATXN2 expr inh
Oc1ccccc1Nc1nc(NCC2CCCO2)c2ccccc2n1 (stereo not drawn) | -109* | -9% | ? | -5% | 16µM* | 0% | ? | ? | ?
CCN(CCn1cccn1)C(=O)CCc1nnc(CCc2ccccc2OC)o1 | -14 | 8% | -2% | 18% | -11% | 16% | 6% | i | 8%
O=C(Nc1ccccc1O)C(c1ccccc1)c1ccccc1 | -64* | -16% | 0% | ? | 0% | ? | ? | i | -36%
COc1ccc2nc(NC(=O)CSC(C)C(=O)Nc3cc(C)on3)sc2c1 (stereo not drawn) | 10 | 3% | 2% | -11% | 15% | -67%[inhibitor] | -23% | i | 37%[activator]

Next results.
SMILES	IL1B secr inh	HT1080 IDH1KD tx	KB-3-1 cytotox	HT1080-NT tox	KB-V1 MDR tox	SW480 rerep	MCF10A rerep	S2 tox	ATXN2 expr inh
CC(C)(C)C(=O)N1CCN(c2nc3ccc(Br)cc3s2)CC1	-2	-6%	-19%	-12%	-20%	-16%	-2%	?	/
COc1ccc(/C=N/N2C(C)CCCC2C)cc1OC (stereo not drawn)	14	19%	10%	12%	-17%	0%	0%	/	-2%
C[C@]12C(=O)N(c3ccccc3)C(=O)N1[C@H]1c3ccccc3OC[C@@H]1[C@H]2c1ccccc1	-3	0%	7%	0%	20%	-2%	7%	i	12%
Cc1cc(C)c(S(=O)(=O)Nc2cc(Cl)c3oc4c(c3c2)C(=O)CCC4)cc1C	/	/	-2%	/	4%	/	/	i	-9%
CC(C)N(Cc1cc2ccccc2[nH]c1=O)C(=O)c1cccnc1	-10	-1%	-1%	0%	-2%	-13%	?	i	-3%
CN(C)c1ccc(/C=C2\SC(N3CCCCC3)=NC2=O)cc1	-20	1%	1%	5%	?	-2%	15%	i	/
Cc1c(Cl)cccc1NC(=S)NCCc1ccc(F)cc1	-82*	-6%	-1%	-14%	?	-1%	10%	i	-10%
O=C(N/N=C\c1ccc(Cl)cc1)c1sccc1-n1cccc1	21	-8%[9.24 µM]	0%	?	?	-9%	?	?	11%
Cc1ccccc1CN1CCC(n2nccc2NC(=O)c2ccc3c(c2)OCO3)CC1	?	-11%	1%	-15%	-8%	-12%	-8%	?	-1%
Nc1ccccc1C(=O)NCc1ccccc1	14	21%	-10%	15%	-3%	-1%	-12%	i	0%
CCN1CCc2c(sc(NC(=O)C3COc4ccccc4O3)c2C(N)=O)C1 (stereo not drawn)	-5	1%	-2%	9%	-2%	?	4%	?	12%
CC(C)CCn1c(NCCc2ccccc2)nc2c1c(=O)n(C)c(=O)n2C	-29	?	?	-30%	13µM*	-3%	20%	i	?
COc1cc(/C=N/NC(=O)c2cccc([N+](=O)[O-])c2)ccc1O	10	-3%	13%	12%	4%	-5%	3%	i	23%
COC(=O)C1=C(C)N(Cc2ccc(C)cc2)C(=O)/C1=C\c1cc(OC)c(OC)c(OC)c1	-79*	16µM*	-2%	?	?	?	?	i	-11%
CCCCn1nc2cc(C(=O)N[C@H](C)C3CCCCC3)ccc2c1OCC	2	5%	-19%	12%	-4%	-8%[9.22 µM]	?	i	9%
CCN1CCN(c2ccc(N3CCN(S(=O)(=O)c4cc([N+](=O)[O-])ccc4C)CC3)nn2)CC1	-10	5%	3%	1%	-8%	?	?	?	-3%
COC(C[C@H](O)C[C@H](O)COCc1ccccc1)OC	0	9%	18%	13%	-20%	-36%[inhibitor][9.22 µM]	3%	i	8%

Compounds as they come, and some 11% of all compounds hit somewhere here.
